MITF primary: blocks human microphthalmia-associated transcription factor; O75030; AlphaScreen MITF homodimerization, bead proximity signal; inhibition, % at 2.6 µM; 0.91% of 650,000 active; in the data active = inhibition above about 50%;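 note: 0% = vehicle wells with protein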
GPR151 ag: human GPR151 activation | activation, % at 11.2 µM | 1% of 650,000 active | AID 1508602 | Q8TDV0 | PathHunter beta-arrestin GPR151 cells, luminescence; in the data active = activation above about 4.9%;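 note: 0% = median of compound wells and 100% = cells with positive control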
TEAD-YAP block: TEAD-YAP interaction inhibition | HEK-TIYL cells, TEAD-Gal4/YAP UAS-luciferase luminescence | 1.4% of 640,000 active | AID 1259422 | inhibition, % at 9.12 µM; in the data active = inhibition above about 32%;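 note: 0% = median of test compound wells and 100% = reference inhibitor wells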
FBW7 act: human FBW7 E3 ligase activation, primary screen. 0.13% of 650,000 active. normalized activity (activation), % at 26.1 µM. AlphaScreen FBW7–phospho-cyclin E peptide binding, activator screen. AID 1259310; in the data active = normalized activity above about 1.9%;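 note: purified mutant Fbw7 with reduced substrate affinity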
Target sequence (Q969H0 whole entry, looked up): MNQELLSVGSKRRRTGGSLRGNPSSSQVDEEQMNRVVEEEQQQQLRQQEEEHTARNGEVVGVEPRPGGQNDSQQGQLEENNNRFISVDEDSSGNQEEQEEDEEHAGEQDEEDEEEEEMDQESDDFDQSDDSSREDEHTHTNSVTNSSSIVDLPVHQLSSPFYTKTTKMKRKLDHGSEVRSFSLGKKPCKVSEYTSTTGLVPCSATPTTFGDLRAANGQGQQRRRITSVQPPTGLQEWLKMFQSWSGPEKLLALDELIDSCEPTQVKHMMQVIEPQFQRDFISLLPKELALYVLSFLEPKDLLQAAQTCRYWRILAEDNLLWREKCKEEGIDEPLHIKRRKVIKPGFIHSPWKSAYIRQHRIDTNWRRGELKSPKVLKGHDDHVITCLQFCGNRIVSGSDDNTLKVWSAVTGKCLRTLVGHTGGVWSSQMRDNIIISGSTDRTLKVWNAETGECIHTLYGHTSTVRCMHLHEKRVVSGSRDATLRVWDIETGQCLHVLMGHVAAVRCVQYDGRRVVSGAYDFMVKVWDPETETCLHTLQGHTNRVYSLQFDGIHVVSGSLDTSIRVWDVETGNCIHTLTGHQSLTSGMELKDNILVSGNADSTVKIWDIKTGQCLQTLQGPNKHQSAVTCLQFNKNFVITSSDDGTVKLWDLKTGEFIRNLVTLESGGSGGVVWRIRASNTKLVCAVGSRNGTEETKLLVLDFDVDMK
* hit, by the source's call.

Values in the order: FBW7 act, GPR151 ag, TEAD-YAP block, MITF primary
CSc1nc2ccc3nc(NC(=O)c4ccc(S(=O)(=O)N(CC(C)C)CC(C)C)cc4)sc3c2s1
 : 0.1, 0.0, 9.5, 3.0
COc1ccccc1CNc1n[nH]c2nc(C)cc(C)c12
 : -0.3, -1.0, -16.4, 2.9
Cn1c(=O)[nH]c(=O)c2[nH]c(-c3ccc(O)cc3)nc21
 : 0.0, -0.8, 3.1, 19.1
Cc1cc(=O)oc(C)c1C(=O)NCCCN1CCOCC1
 : 0.0, 0.5, -6.0, -3.8
CSc1ccc(/C=C2/C(=O)N(C)C(=S)N2C)cc1
 : 0.5, -1.0, -23.8, -14.9
CC(C)(C)n1nc2c(c1NC(=O)C13CC4CC(CC(C4)C1)C3)CS(=O)C2 (stereo unspecified)
 : -0.1, -1.4, 10.2, 8.5
Cc1cc(Cl)cc(C)c1OC(C)C(=O)NNC(=O)c1ccc2c(c1)OCO2 (stereo unspecified)
 : 0.2, -0.1, -9.3, -11.6
CCOC(=O)COc1ccc(/C=C2/NC(=O)N(c3cccc(Cl)c3)C2=O)cc1OC
 : -0.1, 0.5, -0.4, 5.1
O=C(COc1ccccc1)Nc1nc2ccc([N+](=O)[O-])cc2s1
 : -0.2, -1.1, -13.0, -1.4
Cc1ccc(C)c(NC(=O)CSc2nnc(CNC(=O)c3ccco3)n2-c2ccc(F)cc2)c1
 : 0.1, 0.1, -8.1, -11.7
CCc1ccc(CNC(=O)C2CCC(=O)N2C2CCCC2)cc1 (stereo unspecified)
 : -0.1, -0.1, 2.3, 5.5
Cc1sc2ncc(C(=O)NC(C)CO)c(=O)n2c1C (stereo unspecified)
 : -0.4, 0.5, 0.3, 10.6
O=[N+]([O-])c1ccc(-c2nn(-c3ccccc3)cc2/C=N/O)cc1
 : 0.1, 1.0, 8.8, -3.9
NC(=O)COC(=O)c1ccccc1OCc1ccccc1Cl
 : 0.0, -0.4, -3.9, -2.3
O=C(NCC12CC3CC(CC(C3)C1)C2)c1cc2ccccc2oc1=O
 : -0.1, -0.4, -9.3, -14.0
Cc1ccc(S(=O)(=O)N2CCCC2CNC(=O)C(=O)NCCO)cc1 (stereo unspecified)
 : 0.0, 1.7, 5.4, 4.0
CCOc1ccccc1NC1=C(Cl)C(=O)N(c2ccc(Cl)cc2)C1=O
 : -0.1, -1.5, 17.0, 11.1
Cc1ccccc1NC(=S)N(CCCN1CCOCC1)Cc1cccnc1
 : 0.7, -0.5, -0.2, 11.5
COc1ccccc1CN1CCN2C(=O)[C@@H](Cc3ccccc3)NC(=O)[C@H]2C1
 : -0.1, -0.5, -14.8, -4.5
COc1ccc(Nc2cc(C)nc(-c3ccccc3O)n2)cc1
 : -0.2, 2.0, -26.1, 3.9
COc1ccc(/C=C(\C#N)C(=O)OCC(=O)N(C)C2CCCCC2)cc1
 : -0.1, 2.4, -3.8, -8.2
O=C(NC(=S)Nc1cc(-c2nc3ncccc3o2)ccc1Cl)c1ccc(F)cc1
 : 0.0, 1.1, 6.7, 3.1
NC(=O)c1ccc(NC(=O)CC23CC4CC(CC(Br)(C4)C2)C3)cc1
 : 0.0, -1.0, 6.6, 1.3
COc1ccc(-c2cc(C(F)(F)F)n3nc(C(=O)Nc4cccc(Cl)c4)c(Cl)c3n2)cc1OC
 : -0.1, 0.6, 12.7, -5.2
O=C(CN1CCCC(O)C1)N1c2ccccc2C=Cc2ccccc21 (stereo unspecified)
 : 0.6, -2.5, -14.5, 13.9
CC[C@H](C)[C@@H]1NC(=O)[C@@H]2C[C@H](NC(=O)c3cnn(-c4ccccc4)c3C(F)(F)F)CN2C1=O
 : -0.1, 1.8, -7.3, -17.9
O=C1C(=O)N(c2ncccn2)C(c2ccc(Cl)cc2)/C1=C(\O)c1ccc(F)cc1 (stereo unspecified)
 : -0.1, 0.4, 2.6, 8.8
CC(=O)c1c(C)[nH]c(C(=O)OCC(=O)c2cc(C)n(CC3CCCO3)c2C)c1C (stereo unspecified)
 : 0.0, -0.1, 29.9, -0.1
COC(=O)c1ccc(NC(=O)/C(=C/c2cccc([N+](=O)[O-])c2)NC(=O)C2CCCCC2)cc1
 : -0.3, 0.1, -0.3, -2.3
O=S(=O)(Nc1ccccc1I)c1cc(Cl)ccc1Cl
 : 0.0, -1.3, -0.2, -6.1
COC(=O)c1ccccc1NS(=O)(=O)c1ccc(OC)c(Cl)c1
 : 0.3, -0.2, 7.0, 13.2
CSc1c(CC(=O)NCCCO)n(C)c2ccc(C)cc12
 : -0.1, 0.7, 12.8, -0.8
Nc1c(C(=O)NC2CCCCC2)sc2nc3c(cc12)C(=O)CCC3
 : 0.7, -0.1, -34.2, -1.6
Cc1cccc(C2=N/C(=C/c3cccs3)C(=O)O2)c1
 : 0.0, -0.8, 0.0, 1.7
CCN(CC)C(=O)C1CCCN(c2nc(C)cc(NCc3ccccc3)n2)C1 (stereo unspecified)
 : -0.2, -0.1, 0.5, 5.5
CNC(=O)c1cc(F)ccc1Nc1cc(Nc2ccc(NC(C)=O)cc2)ncc1C(F)(F)F
 : 0.0, -0.2, 38.1*, 0.1
O=C(Nc1n[nH]c(NC(=O)c2ccccc2Cl)n1)c1ccccc1Cl
 : -0.5, -1.7, -2.5, 14.7
Cc1ccc(S(=O)(=O)N(C)CC(=O)N2CC(C)OC(C)C2)cc1 (stereo unspecified)
 : 0.0, -0.3, -12.6, -11.9
CCNCCC1CCC(=O)N1Cc1ccccc1F (stereo unspecified)
 : 0.1, -0.3, 5.8, 10.6
COc1ccc(C(=O)NNC(=O)c2ccc(=O)n(C)n2)cc1
 : 0.2, 1.9, 2.2, -13.8
COc1ccc(CCNc2nc(Nc3ccc(-n4ccnc4)cc3)nc3c2ncn3C2CCCCC2)cc1
 : -0.3, 6.1*, 12.6, 15.7
COc1nn(C)cc1C(=O)NCC(=O)NCCc1cccs1
 : 0.1, -0.1, 14.9, 8.7
Cc1ccc(NC(=O)CSc2nnc(C3CC3)n2CC2CCCO2)cc1C (stereo unspecified)
 : 0.3, -1.3, 10.5, 15.1
CN(C)c1cccc(Nc2nc(Nc3ccc4c(c3)OCO4)c3ncn(Cc4ccc(C(F)(F)F)cc4)c3n2)c1
 : 0.6, -1.6, -3.6, 5.7
CSc1ccccc1C(=O)NCCN1Cc2ccccc2OC(C)C1 (stereo unspecified)
 : 0.2, 0.0, -3.3, -16.7
O=C1CC(N2CCN(C34CC5CC(CC(C5)C3)C4)CC2)C(=O)N1c1ccc(F)cc1 (stereo unspecified)
 : 0.4, -0.1, 1.8, 17.0
COc1ccc(Cl)c2sc(N(CC3CCCO3)C(=O)Cc3ccc4c(c3)OCO4)nc12 (stereo unspecified)
 : -0.1, 3.9, 11.4, -2.5
CCCN1CCc2c(C(=O)NCc3ccsc3)c(OC)cc(=O)n2CC1
 : 1.2, 0.4, -10.6, -15.3
CCCCC(Sc1nc(N)c(NC(=O)c2ccc(OC)cc2)c(=O)[nH]1)C(=O)O (stereo unspecified)
 : -0.2, 0.0, -0.2, 4.4
Cc1cc(C)n(-c2cccc(CN(C)C(=O)C3CC(Cc4ccc5c(c4)OCO5)=NO3)c2)n1 (stereo unspecified)
 : 0.1, -1.6, -11.1, -4.3
C=CCc1cc(C)ccc1OCC(O)Cn1c(CO)nc2ccccc21 (stereo unspecified)
 : 0.0, 1.9, -1.7, -3.8
COc1ccc(-c2noc(/C=C/c3ccccc3)n2)cc1
 : 0.0, 0.8, 3.0, 3.8
Cc1nn2c(NCCCN(C)C)c3c(nc2c1-c1cccs1)CCCC3
 : -0.2, -0.1, 4.7, 10.5
COc1ccc(C(=O)Nc2ccc3ncsc3c2)cc1
 : 0.0, -5.8, 14.3, 16.6
CC(C)(C)c1nnc(SCC(=O)Nc2ccc(Br)cc2)n1N
 : 0.0, 0.9, 11.3, -5.9
NC(=O)c1ccccc1NC(=O)c1ccc(-c2ccc(Br)cc2)o1
 : -0.1, 0.7, -42.2, 0.3
O=C(Nc1c2c(nn1-c1cccc(Cl)c1)CSC2)c1ccc(S(=O)(=O)N2CCCCC2)cc1
 : -0.2, 0.6, -12.3, -0.2
Cn1ccc(CC(=O)N2CCCC(C(=O)Nc3ccc(-c4ccco4)cc3)C2)c1 (stereo unspecified)
 : 0.1, -1.5, -4.9, 9.4
CCCC1=NN2C(=N)/C(=C/c3ccc(-c4ccc([N+](=O)[O-])cc4)o3)C(=O)N=C2S1
 : 0.5, -1.1, 0.8, 16.4
CC(=O)N1CCOc2cc(S(=O)(=O)N(Cc3ccccc3)C(C)C)ccc21
 : -0.1, 1.0, 4.4, 10.2

(more compounds)
Values in the order: FBW7 act, GPR151 ag, TEAD-YAP block, MITF primary
COCCNC(=O)/C(C#N)=C/c1ccccc1Br
 : -0.1, -0.6, -0.7, 7.2
COc1ccc(NC(=O)CN2CCN(CC(=O)Nc3cccc(F)c3)CC2)cc1
 : -0.1, -1.2, -0.4, -6.2
O=C1/C(=C/c2ccc(O)c([N+](=O)[O-])c2)SC(=S)N1Cc1ccco1
 : 0.0, -0.2, 11.9, 17.7
COc1cc(OC)c(OC)cc1CN1CCN(C2CCN(Cc3ccccc3)CC2)CC1
 : 0.2, -1.9, -1.8, 58.5*
CN1CCC(N2C[C@@H]3C[C@@H](c4ccc5c(c4)Cc4ccccc4-5)N4CCC[C@@]34C2=O)CC1
 : 0.1, -0.4, 1.6, -6.8
COc1cccc(C(=O)N2CCN(Cc3ccc(OC)c(OC)c3)CC2)c1
 : 0.1, 1.3, 3.3, 60.9*
COC(=O)C(CO)(CCC(CO)(C(=O)OC)C(=O)OC)C(=O)OC
 : 0.2, 0.7, 4.1, 4.8
O=C(CN(Cc1ccc(Br)cc1)S(=O)(=O)c1ccccc1)N1CCC(Cc2ccccc2)CC1
 : 0.1, 1.5, -31.8, 6.4
O=C(Cn1nnc(-c2ccccc2NC(=O)C23CC4CC(CC(C4)C2)C3)n1)NC1CCCC1
 : -0.1, 4.3, -9.2, -7.1
COc1ccc(-c2nc(N3CCCC3)c3ccccc3n2)cc1
 : -0.2, 1.6, 5.5, -3.3
O=C(CCNC(=O)Oc1ccccc1)NC1CCCCC1
 : 1.9*, -1.3, 6.2, 6.7
CC(C(=O)NC1=NCCS1)N1C(=O)c2ccccc2C1=O (stereo unspecified)
 : 0.0, 0.8, 0.7, -11.5
C=CCNC(=O)c1ccc([N+](=O)[O-])cc1SCc1ccccc1
 : 0.0, 0.6, 2.9, 2.8
COc1ccc(/C=C/C(=O)NCc2ccncc2)cc1
 : -0.2, 0.6, -1.5, 2.6
O=S(=O)(Nc1ccc(N2CCC(NCCN3CCOCC3)CC2)cc1)c1ccccc1
 : 1.1, -0.1, 1.1, 14.3
COC(=O)c1c(NC(=O)C(=O)NCc2ccccn2)sc2c1CCC2
 : -0.1, 1.0, -3.1, 3.8
COc1cc(NC(=O)c2sc3nc4cc(OC)c(OC)cc4cc3c2N)cc(OC)c1
 : -0.1, 0.6, -0.1, -0.7
COc1ccc(C(C)NC(=O)c2cccnc2)cc1OC (stereo unspecified)
 : 0.2, 0.3, 7.0, 11.1
NC(CC(=O)O)c1ccccc1Br (stereo unspecified)
 : -0.1, 1.9, 4.2, -14.0
O=C(COc1ccc(F)cc1Cl)NCCN1C(=O)CSC1=O
 : 0.2, -0.4, 1.3, 3.9

Reprinted from the part before: 3 entries, then new ones.
Values in the order: FBW7 act, GPR151 ag, TEAD-YAP block, MITF primary
COc1ccc(C(C)NC(=O)c2cccnc2)cc1OC (stereo unspecified)
 : 0.2, 0.3, 7.0, 11.1
NC(CC(=O)O)c1ccccc1Br (stereo unspecified)
 : -0.1, 1.9, 4.2, -14.0
O=C(COc1ccc(F)cc1Cl)NCCN1C(=O)CSC1=O
 : 0.2, -0.4, 1.3, 3.9
COc1cc(/C=C/C(=O)OCC(=O)Nc2ccc([N+](=O)[O-])cc2C#N)cc(OC)c1OC
 : -0.1, 0.5, 1.1, 17.6
O=C(CSc1ncn[nH]1)Nc1ccccc1C(=O)c1ccccc1
 : 0.0, 0.7, 7.2, -6.2
CCOc1ccccc1NC(=O)C1CC(=O)n2ncnc2N1 (stereo unspecified)
 : -0.2, 3.0, 4.7, -7.6
COc1cc2c(cc1OC)-c1nnc(-c3ccc4ccccc4n3)n1C(C)(C)C2
 : 0.1, -0.1, 1.3, 4.8
CC(CNC(=O)c1ccccc1F)CN(C)C (stereo unspecified)
 : 0.1, -0.2, 10.2, 14.0
O=C(CSc1ccccc1)Nc1ccc(S(=O)(=O)N2CCCCC2)cc1
 : 0.0, 1.7, 9.4, 2.2
COCCN(CC(=O)NCCC(C)C)C(=O)CCC(=O)Nc1cc(C)ccn1
 : -0.1, -0.2, -45.2, -1.2
CC(C)n1c(Nc2nccc3ccccc23)nc2c(NCCOc3ccccc3)ncnc21
 : -0.1, -1.0, -41.0, 35.2
CCOC(=O)CC1CCCCN1Cc1nc(N2CCN(C(C)=O)CC2)c2ccccc2n1 (stereo unspecified)
 : -0.2, 1.2, 3.0, -5.7

Source: PubChem BioAssay
